# Mdm2 ligase inh = MDM2-luciferase reporter signal enhancers, primary screen, MDM2 E3 ligase inhibitor project, cell-based, luminescence, 1536-well; signal enhancement, % at 5 µM; AID 1230, 2008; actives 0.11% (n = 210,000); cell-based MDM2 ubiquitination luciferase reporter, 2 h; 0 = plate control, 100 = twice control, blank-subtracted; E3 ubiquitin-protein ligase Mdm2 (Homo sapiens), Q00987;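 active = signal enhancement of 30% or more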;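 also: luminescence tracks abundance of the self-degrading MDM2-luciferase fusion protein; higher signal means inhibition of MDM2 E3 ligase activity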
# Target sequence (Q00987 whole entry, looked up, the tested form may be a part): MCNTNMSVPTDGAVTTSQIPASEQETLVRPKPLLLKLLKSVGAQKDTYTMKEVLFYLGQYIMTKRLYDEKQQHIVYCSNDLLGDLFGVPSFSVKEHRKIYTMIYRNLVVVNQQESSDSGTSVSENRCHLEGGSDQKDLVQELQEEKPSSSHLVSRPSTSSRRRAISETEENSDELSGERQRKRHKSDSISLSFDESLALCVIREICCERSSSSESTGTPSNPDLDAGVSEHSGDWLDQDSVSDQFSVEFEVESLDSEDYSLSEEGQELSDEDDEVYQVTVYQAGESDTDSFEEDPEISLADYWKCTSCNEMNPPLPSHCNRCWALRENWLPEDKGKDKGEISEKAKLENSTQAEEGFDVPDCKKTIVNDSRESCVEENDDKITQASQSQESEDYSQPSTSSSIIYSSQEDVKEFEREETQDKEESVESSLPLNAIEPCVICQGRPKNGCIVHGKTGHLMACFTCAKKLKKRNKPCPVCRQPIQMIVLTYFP
#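 Assay system: mammalian cells stably expressing self-ubiquitinating, self-degrading MDM2 E3–luciferase fusion. Quantity: 2000 cells in each well. Medium: DMEM culture medium. Compound dosing: single-point 5 µM. Timing: cell settling 4 h, compound treatment 2 h, both 37 °C. Technique: luciferase luminescence. Read-out basis: percent signal gain over controls, blank-subtracted. Benchmarks: plate controls and plate blanks.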
# NPY-Y1 PAM-ag = NPY-Y1 receptor potentiators or agonists, primary screen, cell-based; Neuropeptide Y receptor type 1 (Homo sapiens), P25929; activation, % at 3.6 µM; actives 0.37% (n = 220,000); NPY-Y1 expressing cells, potentiator/agonist activation; in the data active = activation above about 33%, passing the limit was not always enough;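 also: cells stimulated with NPY at EC10 then isoproterenol at EC100; 0% = low agonist plus stimulus and 100% = saturating agonist plus stimulus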
# Target sequence (P25929 whole entry, looked up): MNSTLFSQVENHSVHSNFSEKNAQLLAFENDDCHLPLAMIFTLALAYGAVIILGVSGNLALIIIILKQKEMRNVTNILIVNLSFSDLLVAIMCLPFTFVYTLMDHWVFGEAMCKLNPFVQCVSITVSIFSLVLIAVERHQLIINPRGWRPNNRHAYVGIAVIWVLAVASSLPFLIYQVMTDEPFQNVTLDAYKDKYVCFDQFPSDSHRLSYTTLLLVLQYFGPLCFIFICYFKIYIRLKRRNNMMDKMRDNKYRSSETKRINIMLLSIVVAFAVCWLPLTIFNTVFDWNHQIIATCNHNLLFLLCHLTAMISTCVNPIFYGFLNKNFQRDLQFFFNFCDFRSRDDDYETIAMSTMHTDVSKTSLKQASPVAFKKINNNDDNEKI
# NPY-Y2 PAM-ag = NPY-Y2 potentiators or agonists, primary screen, cell-based. Neuropeptide Y receptor type 2 (Homo sapiens), P49146. cells expressing NPY-Y2, potentiator/agonist read-out. activation, % at 3.6 µM. actives 0.45% (n = 220,000). AID 1359, 2008; in the data active = activation above about 27%;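 also: cells stimulated with NPY near EC25 plus isoproterenol at EC100; 0% = vehicle plus submaximal agonist and 100% = vehicle plus saturating agonist; some results beyond the cut were filed as inactive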
# p97 inhibitor = inhibitors of human p97 ATPase, primary screen, biochemical. recombinant p97 ATPase, Kinase-Glo ATP luminescence, 3 h. inhibition, % at 8 µM. actives 0.42% (n = 220,000). AID 1481, 2009; in the data active = inhibition above about 15%;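 also: 0% = DMSO vehicle and 100% = wells lacking enzyme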
# NPY-Y1 antag = NPY-Y1 receptor antagonists, primary screen, cell-based. Neuropeptide Y receptor type 1 (Homo sapiens), P25929. HEK293-CNG Y1 cells, membrane potential fluorescence; NPY at EC95, then isoproterenol. inhibition, % at 3.6 µM. actives 1% (n = 200,000). AID 1040, 2008;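 active = inhibition above the campaign mean inhibition of all tested compounds plus 3 SD, cut at about 20% in these data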;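 also: 0% = DMSO wells given NPY plus isoproterenol and 100% = isoproterenol alone without NPY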
#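 Assay system: HEK293 cells with Y1 receptor plus CNG channel | Probe or stimulus: NPY (25 nM), isoproterenol (1 µM), Ro 20-1724 (25 µM) | Timing: Compound incubation 1 h at room temperature, readout 45 min post-stimulation | Measured by: Membrane-potential fluorescent dye readout | Benchmarks: High control isoproterenol alone, low control NPY with isoproterenol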
# Runt-CBFb FRET = inhibitors of RUNX1 Runt–CBFb binding, primary screen, biochemical, FRET, Cerulean-Runt, Venus-CBFb, uHTS. Cerulean-Runt/Venus-CBFb FRET ratio 530/480, 1 h. inhibition, % at 20 µM. actives 0.46% (n = 220,000);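 active = inhibition over about 50% at 20 µM in the single-dose screen, limit read from the data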;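 also: 0% = DMSO wells and 100% = excess unlabeled CBFb competitor control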
#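 Assay system: Cerulean-tagged RUNX1 Runt domain (FRET donor) fusion protein / Amount: 100 nM each of Venus-CBFb and Cerulean-Runt domain / Medium: Tris buffer pH 7.5 with salts and BSA / Also added: Venus-CBFb 100 nM / Schedule: 1 h complex formation plus 1 h compound treatment, room temperature / Signal: FRET fluorescence / Read-out: loss of energy transfer signal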
# Runt-SMMHC FRET = inhibitors of RUNX1 Runt–CBFb-SMMHC binding, primary screen, biochemical, FRET, Cerulean-Runt, Venus-CBFb-SMMHC, uHTS | Runt-related transcription factor 1 (Homo sapiens) + Core-binding factor subunit beta … | Cerulean-Runt/Venus-CBFb-SMMHC FRET ratio 530/480, 1 h | inhibition, % at 20 µM | actives 0.74% (n = 220,000) | AID 1434, 2008;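 active = mean inhibition across duplicate retests at 20 µM reaching about 50%, limit read from the data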;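 also: 0% = DMSO wells and 100% = wells with excess untagged CBFb-SMMHC; inhibitors lower the FRET ratio by blocking Runt binding to CBFb-SMMHC; some results filed as inactive read as strong as hits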
# Hck-Nef inh = inhibitors of Nef-activated human Hck kinase, primary screen, biochemical, Z-Lyte FRET, 384-well, Hck-YEEI; Tyrosine-protein kinase HCK (Homo sapiens), P08631; Recombinant Hck-YEEI plus Nef, Z-Lyte FRET kinase assay; inhibition, % at 20 µM; actives 0.68% (n = 220,000); AID 463187, 2010;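 active = Hck-Nef kinase inhibition above about 50%, limit read from the data; inactive = inhibition below that limit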;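 also: 0% = DMSO with Hck plus Nef and 100% = Hck alone without Nef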
# RBBP9 inh = human RBBP9 inhibitors, primary screen, biochemical, fluorescence polarization, FP-Rh probe, HTS | inhibition, % at 7.94 µM | actives 0.2% (n = 220,000) | recombinant RBBP9 | Serine hydrolase RBBP9 (Homo sapiens), O75884;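 active = inhibition above the campaign mean of all tested compounds plus 3 SD, cut at about 14% in these data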;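 also: plate controls were DMSO wells with RBBP9 for no effect and wells lacking RBBP9 protein for full effect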
#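 System: RBBP9 protein / Quantity: 2.5 µM RBBP9 dispensing solution, before mixing / Also added: Serine-hydrolase probe FP-Rh, 375 nM pre-mixing / Dosing: 7.94 µM single dose, 0.794% DMSO / Timing: enzyme-compound preincubation 30 min, then probe labeling 45 min, 25 °C / Signal: FP readout at 525/598 nm / Controls: DMSO-treated enzyme wells and wells lacking RBBP9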
# * marks the source's active call; other numbers are inactive results; . = no result given. Rows were taken by chance; about 3.5% have a hit in one of these screens.
Mdm2 ligase inh,NPY-Y1 PAM-ag,NPY-Y2 PAM-ag,p97 inhibitor,NPY-Y1 antag,Runt-CBFb FRET,Runt-SMMHC FRET,Hck-Nef inh,RBBP9 inh,compound
.,11,4,8,.,2,-9,15,-2,O=C(N/N=C1\CCS(=O)(=O)c2ccc(F)cc21)c1ccc(O)cc1
-16,-5,1,4,15,-4,-3,1,-12,CCOC(=O)Cn1nnc(-c2ccc(SC)cc2)n1
-7,2,5,1,-1,2,5,6,0,CS(=O)(=O)N(CC(=O)Nc1ccc2c(c1)OCO2)Cc1ccc(Cl)cc1
6,5,-1,4,-3,-2,-5,7,-4,COC1=C(Nc2ccc(OC)cc2)C(=O)c2ccccc2C1=O
-13,5,-2,3,3,-1,2,-5,-4,Cc1ccc(Cn2ccc(C3CC3)n2)cc1
-8,-25,6,-3,-4,2,1,1,0,CC(=O)Nc1ccc(NC(=O)C(C)OC(=O)C2CC3C=CC2C3)cc1 (centres undefined)
-8,10,-10,2,-1,1,-1,12,4,O=C1Nc2ccccc2N(O)N1c1ccc(S(=O)(=O)Nc2ccccn2)cc1
-5,-4,1,0,6,2,-2,-2,-4,Cc1c(NC(=O)CCSc2ccc(Cl)cc2)c(=O)n(-c2ccccc2)n1C
-12,3,-10,7,-5,-1,0,22,-2,Cc1cc(NC(=O)c2ccc3c(c2)C(=O)N(Cc2ccccc2)C3=O)no1
-6,-12,8,2,1,-3,-2,0,-9,C=CCOC(=O)/C(=C\c1ccccc1)NC(=O)c1ccc(C)cc1
.,-2,-7,2,9,-2,1,23,4,COc1ccc(-n2cnc3cc(C(=O)NC4CCCC4)ccc32)cc1
-20,-4,1,2,.,1,-1,-1,-5,O=C(Cn1ccc(=O)[nH]c1=O)Nc1ccc(C(=O)O)c(O)c1
-7,-38,-17,-7,8,-1,3,23,1,CCN1CCCC(OC(=O)c2cc(-c3ccccc3Cl)nc3ccccc23)C1 (centres undefined)
-5,4,-2,-3,-1,3,-2,0,-3,Cc1ccc(NC(=O)/C(=C/c2ccncc2)NC(=O)c2ccccc2)cc1
-14,-16,-13,2,1,3,-1,2,-5,CC1CCCN(C(=O)CSc2cnc3ccccc3n2)C1 (centres undefined)
-13,-6,0,9,3,2,-4,-1,-6,CCOc1ccc(NC2=NC(C)(C)N=C(N)N2)cc1
-36,-11,10,5,-2,.,1,2,0,O=c1[nH]c(SCC2CCCCO2)nc2ccccc12 (centres undefined)
-20,-5,-20,-7,7,5,4,0,-3,Cc1nc(SCC(=O)N(C)Cc2ccco2)c2c(C)c(C)sc2n1
-13,-18,-6,-4,-3,2,-1,7,-5,O=C(CSc1nnc(CNC(=O)c2ccccc2F)o1)Nc1ccc2c(c1)OCCO2
-11,-7,1,-8,6,0,3,25,-4,Cc1ccc(-n2c(C)cc(C(=O)Cn3nc(C(=O)O)c4ccccc4c3=O)c2C)cc1
3,6,2,3,3,2,7,2,-9,O=C(Cn1nc(Cl)nc1Cl)c1cc2ccccc2oc1=O
-15,-17,-5,0,4,-17,-21,0,-14,CC(/C=N/NC(=O)c1cc(-c2cccnc2)nc2c1c(C)nn2-c1ccccc1)=C\c1ccccc1
5,-13,-37,-4,.,0,2,16,-6,CC1(C)CC(=O)C2=C(C1)OC(/N=C/N1CCCC1)=C(C#N)C2c1ccccc1 (centres undefined)
3,-11,-9,1,-4,.,0,2,0,Cc1ccc(C(=O)NC(=S)Nc2cccc3nsnc23)cc1
.,-8,-14,1,.,1,2,25,-3,O=C(COC(=O)c1ccc(O)cc1O)NC1CCS(=O)(=O)C1 (centres undefined)
.,-12,4,-2,-3,-4,-2,4,-4,Cc1nc2cc(N3CCOCC3)c(NC(=O)C3CC3)cc2c(=O)n1Cc1ccccc1
6,4,-4,4,10,9,0,3,-5,COc1ccc(NCc2nnc(SCC(=O)c3ccc(OC)cc3)o2)cc1
-31,-11,-6,5,-2,0,2,2,-6,COC(=O)/C=C/C(=O)Nc1ccc(O)c(Cl)c1
-19,-10,2,-4,0,-1,-7,-14,-10,Cc1ccc(CCNC(=O)C2CCC(=O)N2Cc2cccnc2)cc1 (centres undefined)
-9,-3,2,4,11,0,1,16,-6,CS(=O)(=O)N1CCC(Oc2ccccc2C(=O)NC(C2CC2)C2CC2)CC1
-4,3,-4,-1,8,-5,-13,3,6,CC(C)Cc1nc(N2CCOCC2)c(C#N)c2c1CCC2
-1,-10,-2,2,.,1,-1,10,5,CCOC(=O)c1c(C)noc1-c1ccco1
-1,-11,9,-3,-1,0,3,4,0,COc1ccc(CCNC(=O)/C=C\c2ccccc2)cc1OC
-8,15,-7,2,-2,1,-2,12,5,O=C1c2ccccc2C(=O)N1CCc1ccccn1
4,21,11,2,0,1,0,21,0,CCN(CC)C(=S)NC(=O)C12CC3CC(CC(C3)C1)C2
12,14,-3,3,2,2,0,7,-3,C=CCn1c(C(C)NC(=O)c2cccs2)n[nH]c1=S (centres undefined)
2,-12,-6,-4,2,1,3,-2,-10,COc1ccc(CNC(=O)Cn2nc(-c3ccc4c(c3)OCCO4)ccc2=O)cc1
-7,-17,-23,-6,.,2,0,1,-11,Cc1nc(CC(=O)c2ccc(O)c(C)c2O)cs1
-6,5,3,3,-3,15,2,0,-10,Cc1cccc(NC(=O)C2CC(=O)n3cnnc3S2)c1 (centres undefined)
0,0,-3,-2,8,-1,1,-3,0,CCOC(=O)C1=C(C)NC(=O)CC1c1cc(OC)c(OC)cc1Br (centres undefined)
.,9,-6,8,.,0,3,28,3,Cc1cc(=O)c2cc(C(=O)c3ccccc3)ccc2[nH]1
4,-3,-12,0,8,-2,2,-1,-5,COC(=O)C(Cc1ccccc1)P(=O)(c1ccccc1)c1ccccc1 (centres undefined)
-5,12,9,-1,2,-7,0,1,-10,COc1ccc(-c2cc(C(=O)N3CCCc4ccccc43)no2)cc1OC
0,1,-1,0,2,.,2,-1,-2,FC(F)Oc1ccc(NC(=S)NCCc2ccccn2)cc1
-2,10,-4,10,.,-1,1,35,-3,COc1ccc2c(CC(=O)O)cc(=O)oc2c1
-8,-55,-11,4,24*,-1,-5,4,-26,COc1ccc(NC(=O)COC(=O)c2c3c(nc4ccccc24)CCCC3)cc1Cl
-9,13,11,0,6,0,-1,11,-1,Cc1ccc(C(=O)N2c3ccc(F)cc3CCC2C)o1 (centres undefined)

# As entered above.
# COc1ccc2c(CC(=O)O)cc(=O)oc2c1 – Hck-Nef inh: 35
# COC(=O)C(Cc1ccccc1)P(=O)(c1ccccc1)c1ccccc1 (centres undefined) – Runt-SMMHC FRET: 2

# Structural class: the entries above containing a halogen
Mdm2 ligase inh,NPY-Y1 PAM-ag,NPY-Y2 PAM-ag,p97 inhibitor,NPY-Y1 antag,Runt-CBFb FRET,Runt-SMMHC FRET,Hck-Nef inh,RBBP9 inh,compound
.,11,4,8,.,2,-9,15,-2,O=C(N/N=C1\CCS(=O)(=O)c2ccc(F)cc21)c1ccc(O)cc1
-7,2,5,1,-1,2,5,6,0,CS(=O)(=O)N(CC(=O)Nc1ccc2c(c1)OCO2)Cc1ccc(Cl)cc1
-5,-4,1,0,6,2,-2,-2,-4,Cc1c(NC(=O)CCSc2ccc(Cl)cc2)c(=O)n(-c2ccccc2)n1C
-7,-38,-17,-7,8,-1,3,23,1,CCN1CCCC(OC(=O)c2cc(-c3ccccc3Cl)nc3ccccc23)C1 (centres undefined)
-13,-18,-6,-4,-3,2,-1,7,-5,O=C(CSc1nnc(CNC(=O)c2ccccc2F)o1)Nc1ccc2c(c1)OCCO2
3,6,2,3,3,2,7,2,-9,O=C(Cn1nc(Cl)nc1Cl)c1cc2ccccc2oc1=O
-31,-11,-6,5,-2,0,2,2,-6,COC(=O)/C=C/C(=O)Nc1ccc(O)c(Cl)c1
0,0,-3,-2,8,-1,1,-3,0,CCOC(=O)C1=C(C)NC(=O)CC1c1cc(OC)c(OC)cc1Br (centres undefined)
0,1,-1,0,2,.,2,-1,-2,FC(F)Oc1ccc(NC(=S)NCCc2ccccn2)cc1
-8,-55,-11,4,24*,-1,-5,4,-26,COc1ccc(NC(=O)COC(=O)c2c3c(nc4ccccc24)CCCC3)cc1Cl
-9,13,11,0,6,0,-1,11,-1,Cc1ccc(C(=O)N2c3ccc(F)cc3CCC2C)o1 (centres undefined)

# Bioassay records as filed in PubChem.
